Screens from PubChem.
USP2a inh: inhibitors of human ubiquitin-specific protease USP2a; O75604; USP2 core, Ub-CHOP2 coupled fluorogenic reporter, 485/531; Potency, µM (top dose mostly 38.3 µM), for the others: top-dose activity change, negative = inhibition, usual class: inhibitors; 330,000 compounds, 0.01% hits;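 also: potency is read from the fitted curve at half-maximal effect; plate controls were DMSO wells for no effect and full inhibition by NEM control for full effect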
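USP2 core (10nM final) preincubated 30min RT with compound in 20mM Tris-HCl pH 8.0, 2mM CaCl2, 2mM beta-mercaptoethanol, 0.05% CHAPS; 25nM Ub-CHOP2 plus 25nM reporter substrate added, fluorescence (Ex485/Em531) read after 60min.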
GALK inh: blocks human galactokinase activity. AID 1868. Purified GALK, Kinase-Glo residual ATP luminescence. Potency, µM (titrated, usually from 57.5 µM), for inactives: at the highest dose activity change, negative = inhibition, most hits filed as inhibitors. 270,000 compounds, 0.007% hits. P51570; also: potency is read from the fitted curve at half-maximal effect; % is scaled to controls: 0 for no effect and ±100 for the full control effect
Target sequence (P51570 whole entry, looked up): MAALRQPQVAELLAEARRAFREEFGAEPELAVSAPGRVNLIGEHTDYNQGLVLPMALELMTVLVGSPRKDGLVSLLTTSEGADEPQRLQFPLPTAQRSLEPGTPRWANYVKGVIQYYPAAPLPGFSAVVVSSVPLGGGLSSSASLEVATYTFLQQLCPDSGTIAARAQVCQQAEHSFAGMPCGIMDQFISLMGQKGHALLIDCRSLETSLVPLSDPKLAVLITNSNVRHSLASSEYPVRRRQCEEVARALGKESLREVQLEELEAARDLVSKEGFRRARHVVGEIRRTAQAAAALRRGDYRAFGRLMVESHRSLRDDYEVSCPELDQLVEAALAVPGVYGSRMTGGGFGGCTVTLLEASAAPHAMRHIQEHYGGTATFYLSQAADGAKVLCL
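The enzyme phosphorylates galactose (100 uM) using ATP (35 uM); inhibition is detected as higher residual ATP, quantified by bioluminescence after 1 h reaction at room temperature, pH 8.0.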
ASM inhibitor: human S-ASM enzyme inhibition. P17405. placental ASM, HMU-PC fluorogenic substrate, 60 min. Potency, µM (highest dose often 57.5 µM), inactives show top-dose activity change, negative = inhibition, most hits filed as inhibitors. 340,000 compounds, 0.006% hits. AID 504937; also: potency is read from the fitted curve at half-maximal effect
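Human placenta-derived ASM preincubated with compound 10 min at room temperature, then reacted with 9 uM (final) fluorogenic HMU-PC substrate for 60 min at 37 C. Stop solution raises pH to 10; fluorescence read at Ex 386/Em 447 nm.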
BCR signal inh: blocks chronic active B-cell receptor signaling. 340,000 compounds, 0.05% hits. AID 493014. ABC-DLBCL IkBa-CBG/CBR reporter, luminescence ratio, 4 h. Potency, µM (series often up to 46.1 µM), for the others: at the highest dose ratio change, negative = lower green/red ratio, actives largely listed as inhibitors; active = well fitted inhibition curve with a large enough effect in the signal ratio, with a control signal flat, not every such curve was filed as active; inconclusive = small, poorly fitted or top-dose-only effect, or effect the other way, or a change in a side signal; the % refers to the signal ratio;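 also: potency is read from the fitted curve at half-maximal effect; plate controls were basal doxycycline-induced cells for no effect and cells given 10 µM MG132 for full effect; MG132 reads +100%, hits lower the ratio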
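TMD8 ABC-DLBCL cells carrying doxycycline-inducible green luciferase fused to IkappaBalpha plus unfused red luciferase were exposed to compounds (up to 46 uM) for 4 hrs at 37C. Activity came from the overlap-corrected green/red luminescence ratio.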
Menin MLL FP TR: menin-MLL binding inhibition, Texas Red mutant peptide; O00255; Menin + Texas Red MLL mutant peptide, fluorescence polarization; Potency, µM (top dose mostly 61.6 µM), for inactives: at the top dose FP activity change, negative = inhibition, most hits filed as inhibitors; 270,000 compounds, 0.23% hits; AID 1768; active = well fitted inhibition curve with a large enough effect in the polarisation, with a control signal flat, not every such curve was filed as active; inconclusive = small, poorly fitted or top-dose-only effect, or effect the other way, or a change in a side signal; inactive = no such curve, though single readings can be large or run the other way; the % refers to the polarisation; also: potency is read from the fitted curve at half-maximal effect; % of control where 0% means no effect; many of its hits are not listed in these tables
Target sequence (O00255 whole entry, looked up): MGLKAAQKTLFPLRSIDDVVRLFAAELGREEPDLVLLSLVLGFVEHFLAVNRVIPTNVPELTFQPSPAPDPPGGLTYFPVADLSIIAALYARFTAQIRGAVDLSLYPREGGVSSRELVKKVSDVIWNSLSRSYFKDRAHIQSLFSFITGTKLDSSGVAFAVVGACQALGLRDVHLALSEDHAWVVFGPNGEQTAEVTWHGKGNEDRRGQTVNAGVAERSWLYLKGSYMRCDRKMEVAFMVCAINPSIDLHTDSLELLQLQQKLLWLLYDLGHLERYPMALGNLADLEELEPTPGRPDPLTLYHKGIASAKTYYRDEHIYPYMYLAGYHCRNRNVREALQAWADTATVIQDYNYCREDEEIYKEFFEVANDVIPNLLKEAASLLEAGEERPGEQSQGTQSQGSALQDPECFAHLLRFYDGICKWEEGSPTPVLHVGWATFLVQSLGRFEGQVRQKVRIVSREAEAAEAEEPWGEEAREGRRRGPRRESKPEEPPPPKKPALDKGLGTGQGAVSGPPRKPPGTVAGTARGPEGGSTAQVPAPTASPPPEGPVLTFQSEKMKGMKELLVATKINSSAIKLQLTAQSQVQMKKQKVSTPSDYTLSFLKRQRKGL
TSHR antagonist: human thyrotropin receptor antagonism; P16473; TSHR-expressing cells, TSH-stimulated cAMP HTRF, 2 h; stronger effect = lower value; activity change, negative = inhibition, % at 11.5 µM; 330,000 compounds, 0.2% hits;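 active = activity change below a set negative limit, meaning inhibition stronger than a set level, cut at about -70% in these data; inconclusive = activity change between two set negative limits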; also: % is scaled to controls: 0 for no effect and ±100 for the full control effect
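TSHR-expressing cells were treated with compounds, then stimulated with TSH at EC80 (4nM final) for 2 hours at 37 deg C. Cellular cAMP was measured by HTRF competition between lysate cAMP and cAMP-d2 for a cryptate-labelled anti-cAMP antibody.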
PKM2 act: PKM2 (human) enzyme activation; P14618; purified PKM2, Kinase-Glo ATP luminescence, activation; response scale: 0% is enzyme alone, no compound; Potency, µM (titrated, usually from 57.5 µM), inactives show top-dose activation, actives largely listed as activators; 260,000 compounds, 0.34% hits; AID 1631; also: potency is read from the fitted curve at half-maximal effect; % is scaled to controls: 0 for no effect and ±100 for the full control effect; nearly all actives have a fitted effect of over 55% in size
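Purified hPK-M2 (>95% pure) converted ADP (0.1 mM final) to ATP with 0.5 mM PEP in 50 mM imidazole pH7.2, KCl, MgCl2, Tween 20, BSA; 1 h at room temperature. ATP detected by Kinase-Glo luminescence.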
Mito fusion act: blocks mitochondrial division or promotes mitochondrial fusion. AID 485298. S. cerevisiae fusion-defective mutant growth rescue, CellTiterGlo 48 h. Potency, µM (series often up to 46.1 µM), inactives show at the top dose growth rescue (activation), hits mostly activators. 320,000 compounds, 0.23% hits;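 also: potency is read from the fitted curve at half-maximal effect; % of control where 0% means no effect; nearly all actives have a fitted effect of over 45% in size; temperature-sensitive fusion mutants such as fzo1-1 at 37 °C on non-fermentable ethanol glycerol medium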
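Compounds are tested for their ability to restore growth of mitochondrial fusion-defective yeast strains at non-permissive 37C in YPEG medium over 48 hours. Viability is quantified by luciferase luminescence.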
MBNL1-CUG inh: inhibitors of human MBNL1 binding to CUG repeat RNA; 280,000 compounds, 0.036% hits; Potency, µM (top dose mostly 57.5 µM), for the others: at the top dose activity change, negative = inhibition, actives largely listed as inhibitors; Q9NR56; AID 2675; TR-FRET MBNL1-His/biotin-(CUG)12 binding, 665/545 ratio; active = well fitted inhibition curve with a large enough effect in the signal ratio, with a control signal flat, not every such curve was filed as active; inconclusive = small, poorly fitted or top-dose-only effect, or effect the other way, or a change in a side signal; inactive = no such curve, though single readings can be large or run the other way; the % refers to the signal ratio; also: potency is read from the fitted curve at half-maximal effect; % is scaled to controls: 0 for no effect and ±100 for the full control effect
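Ratiometric TR-FRET (665 over 545 nm, excitation 340 nm) tracks disruption of MBNL1-His/biotin-(CUG)12 complex after 60 min at room temperature, with compounds at 92 nM to 58 uM final.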
hERG WT inh: KCNH2 (human, wildtype) channel inhibition; Q12809; U2OS, BacMam KCNH2, thallium flux FluxOr; stronger effect = lower value; activity change, % at 1.84 µM; 340,000 compounds, 0.37% hits;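 active = maximum activity change below -70%; inconclusive = maximum activity change between -70% and -50%; inactive = maximum activity change above -50%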; also: % is scaled to controls: 0 for no effect and ±100 for the full control effect
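U2OS cells were transduced with wild-type KCNH2 virus (2.03 x 10^8 / mL) for 4 h at room temperature, then cultured overnight at 37 C. Thallium flux was read with FluxOr dye. Rate constants were normalized to DMSO controls.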
Eya2 inh: blocks the phosphatase activity of human Eya2; O00167; recombinant Eya2, OMFP fluorescence dephosphorylation (OMFP is methylfluorescein phosphate); Potency, µM (doses to about 76.9 µM), inactives show at the top dose activity, negative = inhibition, most hits filed as inhibitors; 330,000 compounds, 0.006% hits; also: potency is read from the fitted curve at half-maximal effect; % is scaled to controls: 0 for no effect and ±100 for the full control effect
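Eya2 (0.2 uM) preincubated 10 min at ambient with compound, then OMFP substrate added at 50 uM; 10 min reaction in 50 mM HEPES pH 7.5, 50 mM NaCl, 5 uM MgCl2, 0.05% BSA, 1 mM DTT. Fluorescence read at Ex 485/Em 525 nm.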
Numbers without * were called inactive; ? = inconclusive; . = not tested or not shown; [ ] = remark or other dose. Unless noted, calls follow the shape of the dose curve; as a rule, active = well fitted curve in the direction sought with a large enough effect; inconclusive = small, poorly fitted or top-dose-only effect, or another doubt; inactive = no such curve, though single readings can be large; an effect the other way counts as inactive or inconclusive. The list is partial; rates above refer to the full screens.

#	mol	MBNL1-CUG inh	ASM inhibitor	hERG WT inh	TSHR antagonist	Eya2 inh	USP2a inh
1	CN(C(=O)CCNC(=O)Cn1cnc2ccccc2c1=O)c1ccc(F)cc1	-3%	0%	-4	5	-6%	1%
2	COc1ccc(NS(=O)(=O)c2ccc(C)c(C(=O)NCc3cccnc3)c2)cc1	-12%	-1%	5	-6	-12%	0%
3	CCn1nc(CC(=O)Nc2ccc(-n3cnnn3)c(OC)c2)c2ccccc2c1=O	-10%	-3%	-18	24	-1%	2%
4	Cc1c(C(=O)Nc2ccccc2[N+](=O)[O-])csc1-c1ccccc1	-4%	-1%	17	-23	-10%	-1%
5	COc1ccccc1OCCNC(=O)c1ccco1	2%	6%	1	-1	2%	0%
6	Cc1cccc(OCCCC(=O)Nc2ccc(N(C)C)cc2)c1	5%	5%	5	16	10%	0%
7	Cc1ccc(NC(=O)Cn2c(=O)c3cccn3c3ccccc32)c(C)c1	0%	3%	4	-9	-5%	8%
8	CN(C(=O)CNc1ccccc1Cl)C1CCS(=O)(=O)C1 (configuration not stated)	.	-2%	10	.	-9%	3%
9	COc1ccc(C(CC(=O)NCCCN2CCOCC2)NS(=O)(=O)c2ccc(C)cc2)cc1 (configuration not stated)	-7%	2%	-1	-2	30%	-1%
10	CCOC(=O)C1=NN(C(=O)c2ccccc2)C(O)(c2ccc(C)cc2)C1 (configuration not stated)	.	-6%	-8	-11	3%	0%
11	O=C(Nc1ccc(C(=O)N2CCCC2)cc1)Nc1ccc(Cl)cc1Cl	3%	3%	1	4	-5%	1%
12	c1ccc(Cc2nnc3sc(C4COc5ccccc5O4)nn23)cc1 (configuration not stated)	-3%	-7%	12	-15	4%	-1%

#	Menin MLL FP TR	PKM2 act	BCR signal inh	GALK inh	Mito fusion act
1	-2%	4%	-3%	1%	-4%
2	.	2%	-4%	3%	-2%
3	-6%	-3%	-1%	-3%	2%
4	18%	3%	0%	0%	-6%
5	.	-3%	7%	-2%	0%
6	?	11%	?	1%	-1%
7	.	.	3%	-4%	1%
8	.	.	0%	.	.
9	5%	0%	?	-1%	-1%
10	-3%	14%	?	1%	0%
11	-4%	-3%	10%	1%	-4%
12	-28%	-4%	-15%	0%	15%

From compound 8 up to 10, as listed above:
#	mol	MBNL1-CUG inh	ASM inhibitor	hERG WT inh	TSHR antagonist	Eya2 inh	USP2a inh
8	CN(C(=O)CNc1ccccc1Cl)C1CCS(=O)(=O)C1 (configuration not stated)	.	-2%	10	.	-9%	3%
9	COc1ccc(C(CC(=O)NCCCN2CCOCC2)NS(=O)(=O)c2ccc(C)cc2)cc1 (configuration not stated)	-7%	2%	-1	-2	30%	-1%
10	CCOC(=O)C1=NN(C(=O)c2ccccc2)C(O)(c2ccc(C)cc2)C1 (configuration not stated)	.	-6%	-8	-11	3%	0%

#	Menin MLL FP TR	PKM2 act	BCR signal inh	GALK inh	Mito fusion act
8	.	.	0%	.	.
9	5%	0%	?	-1%	-1%
10	-3%	14%	?	1%	0%

Next records follow.
#	mol	MBNL1-CUG inh	ASM inhibitor	hERG WT inh	TSHR antagonist	Eya2 inh	USP2a inh
13	Cc1ccsc1/C=N/NC(=O)Nc1ccccc1	5%	-1%	9	-4	-12%	0%
14	Cc1ccc(C)c(NS(=O)(=O)c2cc(C(=O)NCc3ccccn3)ccc2C)c1	-4%	.	1	20	-5%	-6%
15	CCN(CC)CCOC(=O)c1ccccc1Br	-7%	2%	13	1	-6%	1%
16	COc1ccc(CNC(=O)CN2C(=O)C(C)N(c3ccc(C)cc3)C2=O)cc1 (configuration not stated)	2%	1%	16	-3	18%	2%
17	O=C(CN(Cc1ccccc1)S(=O)(=O)c1ccc(F)cc1)NCc1ccncc1	-9%	-3%	1	3	-1%	3%
18	CC1(C)CC(C(=O)NCCC(c2ccccc2)c2ccco2)CCO1 (configuration not stated)	2%	2%	-2	-13	5%	6%
19	CNc1cnn(-c2ccc(C)cc2)c(=O)c1Sc1ccc(C)cc1	49%[activator]	-1%	-1	-2	-21%	0%
20	COC(=O)c1[nH]c2ccc(C)cc2c1NC(=O)CN1CCN(C(=O)c2ccccc2)CC1	14%	10%	12	-8	-13%	1%
21	C/C(=N\NC(=O)c1cc(C)nc2ccccc12)c1ccncc1	7%	-4%	10	-5	-5%	-1%
22	CC(C)Nc1nc(Cl)nc(NC2CCCCC2)n1	-4%	-1%	-6	-19	-20%	4%
23	O=C(NCCc1ccc(F)cc1)c1cc(=O)c2ccccc2o1	?	2%	-3	-11	8%	0%
24	COC(=O)c1sc(S(=O)(=O)N2CCC(C(=O)O)CC2)c(C(=O)OC)c1C	4%	1%	7	-7	6%	4%

#	Menin MLL FP TR	PKM2 act	BCR signal inh	GALK inh	Mito fusion act
13	-7%	-2%	?	6%	3%
14	.	-2%	0%	0%	-3%
15	3%	9%	-15%	7%	6%
16	0%	4%	0%	1%	-3%
17	8%	1%	0%	0%	-6%
18	0%	19%	-2%	0%	0%
19	-26%	9%	0%	9%	4%
20	-3%	-3%	?	-2%	1%
21	.	0%	?	4%	0%
22	-1%	-3%	?	3%	6%
23	3%	-4%	?	3%	9%
24	-1%	1%	?	1%	6%

(list continues)
#	mol	MBNL1-CUG inh	ASM inhibitor	hERG WT inh	TSHR antagonist	Eya2 inh	USP2a inh
25	COc1cc(C(F)(F)F)nc(-c2ccccn2)n1	-4%	4%	4	10	-8%	1%
26	Nn1c(Cc2cccc3ccccc23)nnc1SC1CCOC1=O (configuration not stated)	0%	4%	1	0	18%	0%
27	C[C@@H](C(=O)Nc1nc2ccccc2s1)N1C(=O)C2CC=CCC2C1=O (some centres not stated)	-5%	-2%	-3	-9	-4%	-1%
28	COc1cccc(-n2nnc3c(=O)n(Cc4cccc(F)c4)cnc32)c1	11%	1%	-15	7	0%	-4%
29	COc1ccccc1N1CCN(C(=O)c2ccc(-c3ccc(Cl)cc3)o2)CC1	.	-18%	-3	-6	3%	-2%
30	CN(c1ccccc1)S(=O)(=O)c1ccc(NC(=O)COc2ccccc2)cc1	4%	2%	26	-5	2%	3%
31	c1ccc(-c2noc(-c3ccccc3-c3ccccc3)n2)cc1	2%	-11%	-2	-4	13%	3%
32	CCn1c(NC2CCCCC2)nc2ccccc21	-1%	0%	-2	-7	1%	1%
33	CC(C)c1nc2oc3c(N4CCN(C)CC4)ncnc3c2c2c1CCC2	?	24%	2	-1	2%	4%
34	O=C1Cc2ccccc2Sc2ccccc21	15%	-3%	-17	19	-20%	0%
35	COc1nc(OC)nc(N2CCC(NC(=O)C(Cc3cccc(OC)c3OC)NC(C)=O)CC2)n1 (configuration not stated)	0%	4%	10	18	-2%	5%
36	COc1ccc(CCNC(=O)C2CC(=O)N(c3ccc(Br)cc3)C2)cc1OC (configuration not stated)	-7%	-1%	.	1	2%	2%
37	COc1ccc(OC)c(-c2c(=O)n(OCc3ccccc3Br)c3ccccc3[n+]2[O-])c1	?	-3%	-8	-8	2%	-1%

#	Menin MLL FP TR	PKM2 act	BCR signal inh	GALK inh	Mito fusion act
25	-16%	-3%	5%	0%	?
26	13%	-1%	?	-3%	-3%
27	7%	-1%	1%	12%	-5%
28	-5%	21%	2%	4%	2%
29	.	.	?	.	?
30	?	1%	2%	-3%	7%
31	0%	-8%	?	-1%	6%
32	2%	-5%	-3%	-1%	-4%
33	-15%	-1%	-1%	6%	-1%
34	-16%	0%	?	0%	-1%
35	.	1%	1%	-1%	-3%
36	-12%	-1%	-1%	1%	4%
37	1%	1%	?	.	?
